# Screening data: PubChem BioAssay, National Center for Advancing Translational Sciences (NCATS)
# Gal4-VP16 FLuc = counter-screen for ROR gamma inhibitors: Gal4-VP16 reporter; AID 2546; Potency, µM (doses to about 53.6 µM), for inactives: at the highest dose activity, negative = inhibition, hits mostly inhibitors; actives 3.5% (n = 310,000); Drosophila S2 Gal4-VP16 UAS-luciferase, luminescence, 20 h;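 note: Gal4-VP16 expression switched on by copper sulfate through the metallothionein promoter; potency is the fitted concentration of half-maximal effect; % is set by controls: 0 for no effect and ±100 for the full control effect; nearly all actives have a fitted effect of over 50% in size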
# Coupling enz = counter-screen for Giardia aldolase inhibitors: coupling enzyme system | coupling enzyme system counterscreen, AmpLite Red fluorescence | actives 0.67% (n = 290,000) | activity change, negative = inhibition, % at 58.2 µM, hits read low; in the data active = activity change below about -30%; note: % is set by controls: 0 for no effect and ±100 for the full control effect
#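 Counterscreen of the coupled detection system alone, without aldolase: glyceraldehyde-3-phosphate coupling enzymes plus AmpLite Red readout. Compounds at 57.5 uM final, 10 min RT preincubation, 20 min RT reaction, fluorescence 525/598 nm.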
# KCNH2 3.1 block = KCNH2 3.1 (human) potassium channel inhibition. AID 720553. U2OS KCNH2 3.1, thallium flux FluxOr; stronger effect = lower value. actives 0.95% (n = 340,000). activity change, % (tested at about 1.8 µM);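 active = maximum activity change below -70%; inconclusive = maximum activity change from -70% to -50%; inactive = maximum activity change above -50%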;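 note: thallium influx rate constant from kinetic fluorescence after stimulation buffer; % is set by controls: 0 for no effect and ±100 for the full control effect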
#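 Measured as rate of thallium-driven FluxOr signal in transduced U2OS cells carrying the 3.1 channel, read kinetically for 2 min upon stimulation; values are rate constants scaled to DMSO control wells.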
# RORg inh = ROR gamma (mouse) transcription inhibition. actives 5.4% (n = 310,000). Potency, µM (doses to about 53.6 µM), for inactives: at the highest dose activity change, negative = inhibition, most hits filed as inhibitors. Drosophila S2 Gal4-RORgamma UAS-luciferase reporter, 20 h; note: potency is the fitted concentration of half-maximal effect; % is set by controls: 0 for no effect and ±100 for the full control effect; nearly all actives have a fitted effect of over 60% in size
# Target sequence (P51450 whole entry, looked up, the tested form may be a part): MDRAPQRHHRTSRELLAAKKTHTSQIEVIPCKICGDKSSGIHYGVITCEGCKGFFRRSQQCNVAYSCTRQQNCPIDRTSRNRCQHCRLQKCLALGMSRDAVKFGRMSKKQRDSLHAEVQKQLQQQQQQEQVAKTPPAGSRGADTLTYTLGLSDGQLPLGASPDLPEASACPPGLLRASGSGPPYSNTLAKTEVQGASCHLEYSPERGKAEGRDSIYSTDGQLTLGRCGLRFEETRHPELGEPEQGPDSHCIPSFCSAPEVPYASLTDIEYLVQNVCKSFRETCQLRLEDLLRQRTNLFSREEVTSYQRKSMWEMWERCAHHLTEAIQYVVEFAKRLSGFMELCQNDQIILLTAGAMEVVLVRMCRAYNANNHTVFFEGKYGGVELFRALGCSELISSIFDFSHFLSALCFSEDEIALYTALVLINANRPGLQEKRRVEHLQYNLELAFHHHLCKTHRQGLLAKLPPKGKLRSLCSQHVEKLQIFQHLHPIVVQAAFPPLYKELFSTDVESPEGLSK
#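 Stably transfected Drosophila Schneider cells are the test system, with ROR gamma fused to Gal4 and luciferase under UAS control; luminescence is read after 20 hr of 700 uM copper sulfate induction at ambient temperature.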
# NPC1 prom act = activators of NPC1 promoter. actives 2.4% (n = 320,000). Potency, µM (doses to about 9.22 µM), for the others: at the highest dose activation, usual class: activators. Huh7 NPC1 promoter luciferase reporter, 24 h. AID 485313;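 note: potency is the fitted concentration of half-maximal effect; % of control where 0% means no effect; nearly all actives have a fitted effect of over 60% in size; reporter is driven by a mutant NPC1 promoter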
#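 Cells: Huh7 expressing luciferase under the NPC1 promoter, 1500/well. Seeded 2 h, compound added, incubated 24 h at 37 °C. Luciferase reagent, 10 min ambient, then luminescence.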
# ELG1 genotoxic = genotoxicity induction in ELG1-luciferase HEK293T cells. HEK293T ELG1-luciferase reporter, luminescence, 16 h. Potency, µM (titrated, usually from 46 µM), for the others: at the top dose activity change, positive = activation, hits mostly activators. actives 1.3% (n = 330,000). AID 504466; note: potency is the fitted concentration of half-maximal effect; % of control where 0% means no effect; nearly all actives have a fitted effect of over 60% in size
#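 HEK293T cells expressing luciferase-tagged ELG1 were exposed to compound or DMSO vehicle for 16 hr at 37 °C and 5% CO2. Luciferase activity was then measured with ONE-Glo after 30 min at room temperature.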
# Giardia kill = Giardia lamblia killing; activity change, % at 7.66 µM, hits read low; Giardia lamblia trophozoite viability; actives 0.15% (n = 340,000); in the data active = activity change below about -80%; inconclusive = between about -30% and that limit;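 note: parasites exposed to compound for two days anaerobically before the ATP read; % is set by controls: 0 for no effect and ±100 for the full control effect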
#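 Viability, read as ATP luminescence: trophozoites at 100 cells/well, compound added, 48 hrs anaerobic at 37 deg C, then 15-30 min room-temperature development before reading.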
# uPA surface inh = blocks generation of uPA at the cell surface. cell surface uPA generation assay, qHTS. Potency, µM (doses to about 38.3 µM), for inactives: top-dose activity change, negative = inhibition, usual class: inhibitors. actives 0.31% (n = 330,000). AID 540303; active = well fitted inhibition curve with a large enough effect; inconclusive = small, poorly fitted or top-dose-only effect; inactive = no such curve, though single readings can be large or run the other way; tested in mouse RAW 264.7 cells; note: potency is the fitted concentration of half-maximal effect; % is set by controls: 0 for no effect and ±100 for the full control effect; nearly all actives have a fitted effect of over 55% in size
# Rab9 prom act = Rab9 promoter activation; Potency, µM (highest dose often 9.22 µM), for inactives: top-dose activation, negative = inhibition, hits mostly activators; actives 2.8% (n = 320,000); Huh7 Rab9 promoter-luciferase reporter, luminescence, 24 h; note: potency is the fitted concentration of half-maximal effect; % of control where 0% means no effect; nearly all actives have a fitted effect of over 60% in size
#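 Luciferase signal after 10 min detection reagent at ambient indicates Rab9 promoter upregulation; stably transfected Huh7 cells were treated 24 h with compound in DMSO at 37 °C, 5% CO2.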
# Tb PFK block = inhibitors of T. brucei phosphofructokinase; O15648; T. brucei PFK, ADP-Glo luminescence; Potency, µM (titrated, usually from 57.5 µM), inactives show at the top dose activity, negative = inhibition, hits mostly inhibitors; actives 0.17% (n = 330,000);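 note: potency is the fitted concentration of half-maximal effect; 0% = uninhibited 1x PFK enzyme wells and -100% = no-enzyme wells; nearly all actives have a fitted effect of over 60% in size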
#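 PFK 1.25 nM, F6P 0.5 mM, ATP 0.1 mM, 0.1 M TEA pH 8.0, 5 mM MgCl2, 0.01% Tween20, 0.1% BSA; 45 min RT. ADP-Glo readout. qHTS titration up to 57 uM; curves fitted, compounds curve-classed.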
# FLuc counter = firefly luciferase modulation, counter-screen for miR-21 project. purified FLuc, Km substrates, luminescence inhibition. actives 6.9% (n = 360,000). Potency, µM (highest dose often 57.5 µM), for the others: top-dose activity change, negative = inhibition, most hits filed as inhibitors. P08659;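 note: potency is the fitted concentration of half-maximal effect; plate controls were vehicle for no effect and reference inhibitor for full effect; nearly all actives have a fitted effect of over 55% in size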
# Target sequence (P08659 whole entry, looked up): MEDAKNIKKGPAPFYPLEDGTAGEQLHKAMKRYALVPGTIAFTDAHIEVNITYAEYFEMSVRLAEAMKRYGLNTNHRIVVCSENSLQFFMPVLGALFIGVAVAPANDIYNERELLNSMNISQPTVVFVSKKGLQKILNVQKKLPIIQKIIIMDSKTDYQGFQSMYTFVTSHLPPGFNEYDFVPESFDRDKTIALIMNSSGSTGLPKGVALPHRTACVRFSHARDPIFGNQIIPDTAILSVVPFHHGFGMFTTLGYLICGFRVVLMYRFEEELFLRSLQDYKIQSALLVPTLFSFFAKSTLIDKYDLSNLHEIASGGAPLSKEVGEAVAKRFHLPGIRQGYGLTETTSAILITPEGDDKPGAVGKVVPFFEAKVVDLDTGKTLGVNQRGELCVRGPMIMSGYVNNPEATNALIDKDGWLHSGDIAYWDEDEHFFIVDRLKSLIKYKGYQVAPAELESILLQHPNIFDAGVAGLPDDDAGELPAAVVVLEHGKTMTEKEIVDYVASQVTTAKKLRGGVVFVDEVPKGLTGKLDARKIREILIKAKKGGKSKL
#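 Purified P. pyralis luciferase (10nM final) with 10uM D-luciferin and 10uM ATP (Km levels) in 50mM Tris acetate pH 7.5, 10mM Mg acetate, 0.01% Tween-20, 0.05% BSA; qHTS 6-point titration, ~60 µM downward; luminescence read.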
# Active calls of the source: *; ? = inconclusive; . = no result given; [ ] = another dose, or the depositor's remark. Unless noted, calls come from the whole dose curve; as a rule, active = well fitted curve in the direction sought with a large enough effect; inconclusive = small, poorly fitted or top-dose-only effect, or another doubt; inactive = no such curve, though single readings can be large; an effect the other way counts as inactive or inconclusive. Not a hit list; about 14% have a hit in one of these screens.
1. CCOC(=O)[C@H]1[C@H]2COc3ccc(C)cc3[C@@H]2N2C(=O)CN(CC3CCCO3)C(=O)[C@@]12C (some centres undefined)
2. C/C=C\C=C/C(=O)Nc1cccc(C2=NOC3(C2)C[C@H](C(N)=O)N(C(=O)c2ccc(OC)cc2)C3)c1 (some centres undefined)
3. CCN1CCN(c2nc3c(c(=O)n(C)c(=O)n3C)n2Cc2cccc3ccccc23)CC1
4. O=C1c2ccccc2C(=O)N1c1ccc(S(=O)(=O)N2CCN(c3ccccc3)CC2)cc1
5. COc1cc(NC(=O)[C@H]2CCCN2S(=O)(=O)c2cccc3cccnc23)cc(OC)c1OC
6. CC(=O)NN=C1CCC(c2ccccc2)CC1 (centres undefined)
7. CC1=NN(c2ccccc2)C(=O)/C1=C/c1ccc[nH]1
8. CCSc1ccccc1C(=O)N=C1NC(=O)CC2C(=O)NCCN12 (centres undefined)
9. Clc1ccc(OCCn2c(-c3ccco3)nc3ccccc32)cc1
10. CN(c1ccccc1)S(=O)(=O)c1cccc(C(=O)NCCc2ccc(O)c(O)c2)c1

compound no.,1,2,3,4,5,6,7,8,9,10
Gal4-VP16 FLuc,.,9%,1%,-1%,.,-4%,-2%,6%,?,-13%
Coupling enz,.,2,1,1,.,3,-2,-3,0,-8
KCNH2 3.1 block,9,18,-9,27,32,1,-4,13,-13,-5
RORg inh,.,6%,12%,-1%,.,-1%,8%,13%,?,-25%
NPC1 prom act,1%,2%,4%,-4%,-6%,0%,16%,-5%,-3%,-23%
ELG1 genotoxic,3%,5%,6%,8%,0%,2%,?,5%,4%,-3%
Giardia kill,-21,-14,-13,27,8,5,-20,5,-3,-2
uPA surface inh,12%,1%,-22%,6%,13%,2%,7%,3%,-7%,-8%
Rab9 prom act,0%,-2%,-2%,5%,1%,-9%,3%,0%,0%,-31%[inhibitor]
Tb PFK block,-5%,-4%,3%,-3%,0%,-1%,0%,1%,-4%,?
FLuc counter,-2%,15µM*,0%,7%,-2%,-2%,17µM*,-4%,?,-6%

11. COc1cc(NC(=O)CCCOc2ccc(Cl)cc2Cl)c(C(=O)O)cc1OC
12. Cc1cc(N2CCOCC2)nc2ccc(NC(=S)N3CCN(Cc4ccccc4)CC3)cc12
13. Cc1ccc2[nH]c3c(c2c1)CN(C(=O)CN1CCCc2ccccc21)CC3
14. Cc1cccc(OCc2nnc(-c3ccc(F)cc3)o2)c1
15. COC(=O)CN(C(=S)Nc1ccccc1)C1CC(=O)N(c2ccc(OC)cc2)C1=O (centres undefined)
16. Cc1ccsc1/C=N/n1cnnc1
17. CCCc1cc(=O)[nH]c(SCc2nc3ccc([N+](=O)[O-])cc3[nH]2)n1
18. O=C(CN1CCN(c2ncccn2)CC1)NCCC1=CCCCC1
19. CC(=O)c1ccc(NC(=O)c2ccc3nc(-c4ccco4)c(-c4ccco4)nc3c2)cc1
20. CSC(=NCc1cccnc1)NS(=O)(=O)c1cccs1

compound no.,11,12,13,14,15,16,17,18,19,20
Gal4-VP16 FLuc,1%,3%,6%,.,-5%,-3%,?,-1%,9%,2%
Coupling enz,0,-1,-4,.,0,0,9,1,-30*,1
KCNH2 3.1 block,5,-19,7,-4,-3,1,.,2,5,8
RORg inh,24%,?,21%[10 µM],.,14%,-6%,?,-7%,-11%,1%
NPC1 prom act,-3%,-3%,4%,7%,-4%,0%,-1%,0%,-8%,-1%
ELG1 genotoxic,1%,-6%,0%,10%,1%,0%,-8%,2%,-8%,-1%
Giardia kill,8,4,8,8,2,11,10,10,1,4
uPA surface inh,5%,-2%,4%,13%,1%,2%,-4%,11%,2%,-3%
Rab9 prom act,-2%,1%,0%,15%,0%,-1%,-3%,9%,-7%,-1%
Tb PFK block,-1%,2%,-3%,16%,0%,2%,0%,-1%,-21%,-2%
FLuc counter,?,-17%,?,17µM*,2%,-3%,-1%,2%,12µM*,-1%

21. Cc1ccc(C2=CN(Cc3ccccc3)CCC2=O)cc1
22. CCOC(=O)CN(C(=O)Cn1nnc(-c2ccc(OC)cc2)n1)C(C(=O)NC1CCCC1)c1ccc(F)cc1 (centres undefined)
23. COc1ccc(Cl)cc1S(=O)(=O)N1CCN(C(=O)COc2ccccc2)CC1
24. O=C(COC(=O)C1CCN(C(=O)c2ccc(Cl)cc2)CC1)NC1CCS(=O)(=O)C1 (centres undefined)
25. O=C(CN(C(=O)CNS(=O)(=O)c1ccc(F)cc1)c1ccc(F)cc1)NCc1ccco1
26. N#CCSc1nnc(-c2sc3ccccc3c2Cl)o1
27. CC(=O)NCCc1nc2cc(NC(=O)c3ccc(F)cc3)ccc2n1C
28. CC(=O)NC(=S)Nc1ccc(NC(=S)NC(=O)c2cccs2)cc1
29. Cc1ccc(C(=O)NCCS(=O)(=O)N2CCN(c3ccccc3F)CC2)cc1[N+](=O)[O-]
30. Cc1nnc(NC(=O)CSC2=NN3CCCC(=O)N=C3S2)s1

compound no.,21,22,23,24,25,26,27,28,29,30
Gal4-VP16 FLuc,.,2%,0%,-5%,8%,20%,-10%,-6%,-3%,-8%
Coupling enz,.,-1,2,5,0,2,2,.,3,2
KCNH2 3.1 block,-19,-2,-13,15,-2,6,4,4,-8,-10
RORg inh,.,?,2%,16%,?,?,-24%,-2%,8%,4%
NPC1 prom act,.,0%,-2%,2%,-1%,1%,3.5µM*,-1%,0%,-3%
ELG1 genotoxic,1%,-5%,-2%,1%,-7%,2%,?,-9%,-9%,1%
Giardia kill,-4,-1,6,-4,-7,-15,-7,8,16,4
uPA surface inh,-10%,-13%,-2%,2%,0%,-7%,-9%,5%,-1%,2%
Rab9 prom act,.,1%,-12%,0%,3%,12%,2µM*,-5%,-3%,-5%
Tb PFK block,-1%,-8%,-4%,-4%,-3%,-2%,-4%,0%,-6%,1%
FLuc counter,.,5%,2%,-1%,-1%,17µM*,21µM*,3%,1%,6%

# Structures above that have a furan ring, fused or not, in the order listed:
9. Clc1ccc(OCCn2c(-c3ccco3)nc3ccccc32)cc1
19. CC(=O)c1ccc(NC(=O)c2ccc3nc(-c4ccco4)c(-c4ccco4)nc3c2)cc1
25. O=C(CN(C(=O)CNS(=O)(=O)c1ccc(F)cc1)c1ccc(F)cc1)NCc1ccco1

compound no.,9,19,25
Gal4-VP16 FLuc,?,9%,8%
Coupling enz,0,-30*,0
KCNH2 3.1 block,-13,5,-2
RORg inh,?,-11%,?
NPC1 prom act,-3%,-8%,-1%
ELG1 genotoxic,4%,-8%,-7%
Giardia kill,-3,1,-7
uPA surface inh,-7%,2%,0%
Rab9 prom act,0%,-7%,3%
Tb PFK block,-4%,-21%,-3%
FLuc counter,?,12µM*,-1%

# Part of the list above, reduced to KCNH2 3.1 block and NPC1 prom act.
no. | Molecule | KCNH2 3.1 block | NPC1 prom act
24 | O=C(COC(=O)C1CCN(C(=O)c2ccc(Cl)cc2)CC1)NC1CCS(=O)(=O)C1 (centres undefined) | 15 | 2%
25 | O=C(CN(C(=O)CNS(=O)(=O)c1ccc(F)cc1)c1ccc(F)cc1)NCc1ccco1 | -2 | -1%

# Next part.
31. CN(C)C(=O)CN1C(=O)NC2(CCCc3ccccc32)C1=O (centres undefined)
32. O=C(NC(=S)Nc1ccccc1N1CCCCC1)c1cccs1
33. CC(=O)Nc1cccc(N2C(=O)CCC2=O)c1
34. COC(=O)c1ccc(NC(=O)C2CCCN2S(=O)(=O)c2ccc(F)cc2)cc1 (centres undefined)
35. Cc1ccc(C(=O)N2CCN(S(=O)(=O)N3CCCCC3)CC2)cc1
36. COc1ccc(OC)c(S(=O)(=O)Nc2ccc(C(C)=O)cc2)c1
37. CCC(=O)NC(c1ccc(C)cc1)c1cc([N+](=O)[O-])c2cccnc2c1O (centres undefined)

compound no.,31,32,33,34,35,36,37
Gal4-VP16 FLuc,-25%,?,-6%,2%,-2%,1%,2.8µM*
Coupling enz,.,1,1,3,.,2,-10
KCNH2 3.1 block,-6,-10,-24,-17,.,11,1
RORg inh,0%,1.6µM*,-3%,-3%,-1%,14%,2.5µM*
NPC1 prom act,0%,0%,-1%,4%,-1%,2%,-5%
ELG1 genotoxic,8%,-2%,1%,-2%,0%,0%,1%
Giardia kill,-6,18,-3,-7,-4,-6,-9
uPA surface inh,2%,3%,-1%,1%,0%,.,-15%
Rab9 prom act,-2%,-3%,2%,-3%,0%,11%,-5%
Tb PFK block,-1%,3%,-2%,-5%,0%,1%,-2%
FLuc counter,2%,-1%,0%,4%,2%,2%,9%
